# Compound activity: PubChem BioAssay, several laboratories
# NOD1 inhibition – NOD1 signaling inhibitors, primary screen, cell-based, luminescence, uHTS (AID 1578); NOD1-driven NF-kB luciferase reporter cells, luminescence; higher % means a stronger effect; inhibition, % at 4 µM, or EC50 in µM where a hit was titrated; actives 1% (n = 290,000); in the data active means inhibition mostly above about 36%, no sharp cut-off; inactive means mostly below about 34%;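 further: HEK-293T reporter cells stimulated with the NOD1 agonist gamma-tri-DAP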
# Myeloid diff 2 – induction of myeloid progenitor differentiation, primary screen, cell-based, flow cytometry, MLPCN library | actives 1% (n = 360,000) | calls only at 10 µM | ER-HoxA9 myeloid progenitors, lysozyme-GFP differentiation;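 active means normalized GFP-positive differentiation at or above the plate's own cutoff, the solvent-only control mean plus 3 SD; inconclusive means no clear call, values can overlap the other calls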;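 further: cells exposed to compound for four days before flow analysis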
# GPR55 antagonists – GPR55 antagonists blocking LPI-driven arrestin recruitment, primary screen, imaging, U2OS, beta-arrestin-GFP, LPI agonist (AID 2013). G-protein coupled receptor 55 (Homo sapiens). U2OS GPR55 beta-arrestin-GFP translocation imaging, LPI antagonism; higher % means a stronger effect. one-dose inhibition, % at 10 µM; IC50 in µM for titrated hits. actives 0.13% (n = 290,000);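 active means spots per cell inhibited over 60%, with over 100 cells counted and total cytoplasm intensity under 500,000; inconclusive means wells with under 100 cells, flagged as likely toxic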;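 further: U2OS cells stably carrying GPR55 and arrestin-GFP stimulated by 5 µM LPI near EC80; imaged beta-arrestin-GFP aggregate spots per cell after agonist stimulation; plate controls were LPI-stimulated DMSO wells for no effect and DMSO wells without LPI for full effect; some results filed as inactive read as strong as hits; confirmed hits need IC50 under 10 µM and bright autofluorescent wells are also inconclusive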
# GPR55 activation – GPR55 agonists via beta-arrestin recruitment, primary screen, imaging, U2OS cells, beta-arrestin-GFP redistribution (AID 1961); G-protein coupled receptor 55 (Homo sapiens); U2OS GPR55 beta-arrestin-GFP redistribution imaging; higher % means a stronger effect; one-dose activation, % at 10 µM; EC50 in µM for titrated hits; actives 0.048% (n = 290,000);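 active means activation above 40% with more than 50 cells counted in the well; inconclusive means wells holding fewer than 50 cells, flagged as toxic or sparse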;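 further: U2OS osteosarcoma cells stably expressing GPR55 and beta-arrestin-GFP; plate controls were DMSO negative control for no effect and LPI positive control for full effect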
# HIV peptide binding – inhibitors of HIV fusion peptide binding, primary screen, biochemical, uHTS, fluorescence dequenching (AID 1986); actives 0.3% (n = 290,000); cell-free peptide binding, fluorescence dequenching, 30 min; higher % means a stronger effect; inhibition, % at 20 µM, or IC50 in µM where a hit was titrated; in the data active means inhibition mostly above about 52%, no sharp cut-off; inactive means mostly below about 76%; further: some results filed as inactive read as strong as hits
# KOR beta-arrestin-1 – KOR agonists, beta-arrestin recruitment, primary screen, cell-based, luminescence, uHTS (AID 1777) | Kappa-type opioid receptor (Homo sapiens) | KOR beta-arrestin recruitment, luminescence; higher % means a stronger effect | activation, % at 10 µM, or EC50 in µM where a hit was titrated | actives 0.02% (n = 280,000); in the data active means activation above about 50%, passing the limit was not always enough; further: a part of the inactive calls stands beside numbers as strong as those of hits
# GPR35 antagonists – GPR35 antagonists blocking zaprinast-driven arrestin recruitment, primary screen, imaging, U2OS, beta-arrestin-GFP, zaprinast agonist (AID 2058); G-protein coupled receptor 35 (Homo sapiens); U2OS GPR35 beta-arrestin-GFP translocation imaging, zaprinast antagonism; higher % means a stronger effect; inhibition, % at 10 µM; hits with a dose series show IC50 in µM; actives 0.052% (n = 290,000);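 active means inhibition of at least 50% with at least 30 cells and total cytoplasm GFP at most 10,000,000; inconclusive means under 30 cells or total GFP of 10,000,000 plus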
# NOD2 inhibition – NOD2 signaling inhibitors, cell-based, luminescence, uHTS, HEK293 (AID 1566); actives 0.63% (n = 290,000); one-dose inhibition, % at 4 µM; EC50 in µM for titrated hits; HEK293 NOD2/NF-kB luciferase reporter, luminescence; higher % means a stronger effect; further: many of its hits are not listed in these tables
# KOR beta-arrestin-2 – KOR antagonists, beta-arrestin recruitment, cell-based, luminescence, uHTS (AID 1778) | Kappa-type opioid receptor (Homo sapiens) | KOR beta-arrestin recruitment, luminescence, antagonist mode; higher % means a stronger effect | inhibition, % at 10 µM; hits with a dose series show IC50 in µM | actives 0.091% (n = 290,000); further: strong numbers were not always called active
# Myeloid diff 2 GFP+ MAC1+ % – recorded beside Myeloid diff 2, whose call it bears; GFP+ MAC1+ double positive, %; measured here: differentiation confirmed by MAC1 staining
# * marks the source's active call; other numbers are inactive results; i = inactive; ? = inconclusive; · = no result given; [ ] = another dose, or the depositor's remark. Unless noted, no stated cut-off is given here; in the data, active means inhibition above about 50%; inactive means the rest. The list is partial, so the mix of outcomes need not match the whole.
# Screens in order: Myeloid diff 2 GFP+ MAC1+ %	GPR35 antagonists	KOR beta-arrestin-2	NOD2 inhibition	NOD1 inhibition	Myeloid diff 2	HIV peptide binding	KOR beta-arrestin-1	GPR55 activation	GPR55 antagonists
Cc1ccsc1/C=N/NC(=O)c1cc(-c2ccncc2)nc2ccccc12
    ·	-3%	-160%	-4%	70%*	?	-0.1%	7.7%	0.2%	-16%
COc1ccc(S(=O)(=O)N(C)c2nc3ccccc3n3c(CC(C)C)nnc23)cc1
    0.0	12%	2%	17%	-1%	i	1.8%	-4.3%	0.5%	17%
COc1ccc(NC(=O)c2cccc(N3C(=O)c4cccc([N+](=O)[O-])c4C3=O)c2)cc1
    0.6	-2%	5%	-1%	3%	i	-1.2%	4.5%	-0.2%	18%
Cc1ccc([N+](=O)[O-])cc1S(=O)(=O)NCCc1c(C)[nH]c2c(C)cccc12
    0.6	-18%	-27%	22%	-20%	i	-1.9%	8.0%	-0.3%	18%
CNC(=S)NNC(=O)c1cc(-c2cccnc2)nc2ccccc12
    1.0	-10%	39%	6%	-16%	i	-1.7%	-5.0%	-0.2%	1%
OC(COC(c1ccccc1)c1ccccc1)CN1CCc2ccccc2C1 (centres undefined)
    0.2	6%	-18%	-8%	-7%	i	-1.1%	1.7%	-0.2%	15%
Cc1cccc(NC(=S)NN2CCN(C)CC2)c1C
    0.8	1%	-9%	-7%	-14%	i	-0.2%	-8.1%	-0.2%	-6%
O=C(c1ccco1)N1CCN(C(=O)c2ccc(COc3ccc(F)cc3)o2)CC1
    1.7	-5%	-34%	2%	-30%	i	-1.0%	0.7%	-0.2%	-9%
CC1CN(S(=O)(=O)c2ccc(NC(=O)c3ccco3)cc2)CC(C)O1 (centres undefined)
    0.7	4%	-2%	0%	18%	i	-2.0%	3.6%	0.2%	16%
O=C(NN=C1CCCCCC1)c1ccc2c(c1)OCO2
    0.0	2%	-23%[20 µM]	-14%	-27%	i	-2.5%	·	-0.1%	14%
COC(=O)c1ccc(NC(=O)C2CCCN2S(=O)(=O)c2ccc(OC)cc2)cc1 (centres undefined)
    1.3	8%	-24%	20%	-24%	i	-2.3%	1.6%	0.2%	-2%
N#CCCN(C(=O)c1ccc2c(=O)n3c(nc2c1)CCCCC3)c1ccccc1
    2.5	1%	-38%	10%	-8%	i	1.0%	0.2%	0.6%	24%
Cc1c(NC(=O)c2ccc(NS(=O)(=O)c3ccccc3)cc2)c(=O)n(-c2ccccc2)n1C
    1.0	4%	-5%	-2%	-41%	i	-1.1%	13%	-0.2%	-7%
O=C(O)c1c2c(nc3ccccc13)/C(=C/c1ccc(OC(F)F)cc1)CCC2
    0.4	5%	-10%	-43%	-40%	i	5.8%	-0.7%	-0.2%	8%
CCOc1nc2c(c(=O)n(C)c(=O)n2C)n1Cc1ccccc1Cl
    0.7	14%	-10%	21%	29%	i	-2.6%	15%	0.4%	2%
CSc1ccccc1OCc1cc(C(=O)NC(C)CCn2cccn2)no1 (centres undefined)
    1.3	3%	-27%	-16%	-38%	i	0.3%	5.4%	-0.1%	13%
COc1ccc(C(=O)Nc2nc(C)cc(C)n2)cc1
    0.4	-3%	13%[20 µM]	-1%	-31%	i	0.9%	·	-0.1%	0%
COc1ccc(-c2[nH]ncc2/C=N/NC(=O)c2ccncc2)c(OC)c1
    0.6	0%	-7%	0%	-20%	i	1.0%	3.6%	0.3%	18%
CC1(C(=O)N2CC3(CC(c4cccc(NC(=O)CC(c5ccccc5)c5ccccc5)c4)=NO3)C[C@@H]2C(N)=O)CC1 (some centres undefined)
    0.9	9%	·	-35%	-10%	i	-0.7%	-3.0%	0.4%	3%
CNS(=O)(=O)c1cn(CC(=O)NCc2ccccc2OC)cc1S(=O)(=O)NC
    0.3	-7%	-18%	-12%	-10%	i	1.6%	1.7%	-0.1%	11%

# One compound at a time (already shown):
# COc1ccc(NC(=O)c2cccc(N3C(=O)c4cccc([N+](=O)[O-])c4C3=O)c2)cc1 is listed as Myeloid diff 2 GFP+ MAC1+ % = 0.6; GPR35 antagonists = -2%; KOR beta-arrestin-2 = 5%; NOD2 inhibition = -1%; NOD1 inhibition = 3%; Myeloid diff 2 = i; HIV peptide binding = -1.2%; KOR beta-arrestin-1 = 4.5%; GPR55 activation = -0.2%; GPR55 antagonists = 18%
# Cc1ccsc1/C=N/NC(=O)c1cc(-c2ccncc2)nc2ccccc12 is listed as Myeloid diff 2 GFP+ MAC1+ % = ·; GPR35 antagonists = -3%; KOR beta-arrestin-2 = -160%; NOD2 inhibition = -4%; NOD1 inhibition = 70%*; Myeloid diff 2 = ?; HIV peptide binding = -0.1%; KOR beta-arrestin-1 = 7.7%; GPR55 activation = 0.2%; GPR55 antagonists = -16%

# Further structures
# Screens in order: Myeloid diff 2 GFP+ MAC1+ %	GPR35 antagonists	KOR beta-arrestin-2	NOD2 inhibition	NOD1 inhibition	Myeloid diff 2	HIV peptide binding	KOR beta-arrestin-1	GPR55 activation	GPR55 antagonists
COc1cc(C(=O)OCC(=O)N(C)C)cc(NC(=O)c2ccco2)c1OC
    0.9	-1%	10%	14%	8%	i	-1.2%	-1.6%	-2.3%	-2%
CC1(C)CC(=O)CC(=O)/C1=N\Nc1c(Cl)cc(Cl)cc1Cl
    0.0	0%	-8%	1%	-24%	i	-3.2%	-4.5%	-0.1%	1%
COc1ccc2c(CC(=O)Nc3cccc(S(=O)(=O)N4CCOCC4)c3)coc2c1
    1.6	-13%	5%	6%	-32%	i	3.5%	-4.0%	-0.2%	7%
CC(=O)Nc1nnc(S(=O)(=O)N2CCN(c3ccc([N+](=O)[O-])cc3Cl)CC2)s1
    6.5	-3%	-30%	24%	-16%	i	-0.1%	4.0%	0.3%	19%
COc1ccccc1NS(=O)(=O)c1ccc(NC(=O)Cc2cccs2)cc1
    0.3	-5%	-1%	3%	13%	i	-1.6%	3.2%	0.1%	9%
Cc1ccc2c(c1)N(CC(=O)NC(C)CCc1ccccc1)C(=O)c1cccnc1O2 (centres undefined)
    2.7	1%	22%[20 µM]	17%	-18%	i	-0.3%	-4.0%	0.5%	-8%
O=c1cc(-c2ccccc2)[nH]n1-c1ccc([N+](=O)[O-])cc1
    3.0	2%	-18%	-51%	-8%	i	44%	-1.1%	0.2%	14%
C#Cc1ccc([C@H]2C=C(C(=O)N3CCN(Cc4ccc5c(c4)OCO5)CC3)O[C@@H](OCc3ccc(CO)cc3)C2)cc1
    3.0	-26%	-7%	30%	2%	i	2.3%	5.7%	0.5%	2%
COc1ccccc1C1(O)CCN(C(=O)c2cccs2)CC1
    0.5	-1%	8%	-5%	-6%	i	-2.0%	0.9%	-0.1%	5%
O=C(NCc1ccc(Cl)cc1)N1CCOCC1
    0.3	-6%	-19%[20 µM]	12%	-4%	i	-1.2%	1.5%	0.0%	-2%
CC1(NC(=O)C2CCCCC2)CCS(=O)(=O)C1 (centres undefined)
    0.5	21%	-2%	10%	-22%	i	-1.0%	-0.7%	-0.3%	6%
O=C(O)CCC(=O)NNC(=O)CCC(=O)NCc1ccccc1
    1.0	-3%	8%	13%	4%	i	-1.9%	-1.4%	-0.1%	14%
Cc1c(CNC(=O)c2nn3c(c2Cl)NC(c2ccccc2)CC3C(F)(F)F)cnn1C (centres undefined)
    8.6	1%	-12%	16%	3%	i	1.2%	-4.0%	0.2%	-2%
O=C(CSc1nnnn1-c1cccc(Cl)c1)Nc1ccc2c(c1)CCC2
    ·	18%	-5%	17%	-15%	·	-2.2%	15%	-0.2%	13%
COc1ccc(NC(=O)C(c2ccc(C)cc2)N(C)C(=O)c2cnccn2)cc1 (centres undefined)
    1.5	-4%	4%	-1%	-25%	i	-0.2%	2.0%	0.0%	6%
CC(OC(=O)c1ccccc1O)C(=O)Nc1ccc(Cl)cn1 (centres undefined)
    0.6	-2%	9%	7%	-44%	i	-2.2%	-2.6%	-0.1%	6%
Cc1oc(-c2ccc(-c3ccccc3)cc2)nc1CN(CCO)C(C)C
    0.0	10%	-87%[20 µM]	-155%	-46%	i	2.6%	7.2%	-0.2%	-4%
COc1cc(OC)nc(Oc2ccccc2C(=O)Oc2ccc(F)cc2Cl)n1
    3.2	3%	-6%	13%	27%	i	0.2%	0.0%	0.0%	10%
C[C@H](NC(=O)c1nc[nH]c1C(=O)NCC(=O)OC(C)(C)C)C(=O)OCc1ccccc1
    0.8	-10%	-50%[20 µM]	6%	0%	i	1.0%	-4.8%	0.0%	-20%
O=C1Nc2ccc([N+](=O)[O-])cc2C1=Nc1cccc(CO)c1
    0.1	-3%	-62%	9%	-32%	i	-2.2%	-3.5%	0.2%	-13%
CC(C)CC(COCc1cccc(Cl)c1)N1CCN(C(=O)c2ccc(C(F)(F)F)cc2)CCC1=O (centres undefined)
    1.5	-6%	2%	0%	-7%	i	0.5%	4.2%	-0.2%	-11%
Cc1ccc(OC(C)C(=O)Nc2ccccc2C(=O)NCc2cccnc2)cc1C (centres undefined)
    1.0	12%	-19%	-3%	-30%	i	0.2%	2.4%	0.0%	8%
COC(=O)c1c(-c2ccco2)csc1NC(=O)C1CC=CCC1C(=O)O (centres undefined)
    1.2	-5%	30%	-6%	12%	i	-0.3%	11%	0.0%	10%
CCc1cc(-c2n[nH]c(=S)n2CC)cs1
    0.2	4%	-30%	7%	-1%	i	-1.5%	-1.3%	-0.3%	-5%
O=C(CCN1C(=O)c2ccccc2C1=O)OCn1nnc2ccccc2c1=O
    2.4	14%	-14%	-18%	-27%	i	-1.9%	14%	-0.5%	8%
CSc1ncc(Cl)c(C(=O)Nc2ccc(NC(C)=O)cc2)n1
    0.2	7%	7%[20 µM]	16%	-30%	i	2.1%	-5.4%	-0.1%	-1%
O=C(Nc1ccccc1C(=O)NCCc1ccccc1)c1ccco1
    0.4	7%	-19%	-70%	·	i	2.9%	2.3%	-0.3%	11%
CSc1ccc(-c2sc(Nc3ccccc3)n[n+]2-c2ccccc2)cc1
    1.2	-2%	-29%[20 µM]	-4%	-32%	i	-3.2%	-2.9%	·	19%
CCOc1ccc2nc(N3CCC(C(=O)Nc4nnc(CC)s4)CC3)sc2c1
    2.9	-18%	-39%	-50%	-25%	i	0.0%	-0.8%	-0.3%	-12%
